Screening results: PubChem BioAssay, The Scripps Research Institute Molecular Screening Center
FBW7 act: activators of human E3 ligase FBW7; Q969H0; actives 0.13% (n = 650,000); AlphaScreen FBW7–phospho-cyclin E peptide binding, activator screen; normalized activity (activation), % at 26.1 µM; AID 1259310; in the data active = normalized activity above about 1.9%;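 also: purified mutant Fbw7 with reduced substrate affinity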
TEAD-YAP block: TEAD-YAP interaction inhibition | HEK-TIYL cells, TEAD-Gal4/YAP UAS-luciferase luminescence | inhibition, % at 9.12 µM | actives 1.4% (n = 640,000); in the data active = inhibition above about 32%;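 also: 0% = median of test compound wells and 100% = reference inhibitor wells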
GPR151 ag: activates the human receptor GPR151. Q8TDV0. PathHunter beta-arrestin GPR151 cells, luminescence. actives 1% (n = 650,000). activation, % at 11.2 µM; in the data active = activation above about 4.9%;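 also: 0% = median of compound wells and 100% = cells with positive control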
MITF primary: blocks human microphthalmia-associated transcription factor; inhibition, % at 2.6 µM; AlphaScreen MITF homodimerization, bead proximity signal; O75030; actives 0.91% (n = 650,000); AID 1259374; in the data active = inhibition above about 50%;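 also: 0% = vehicle wells with protein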
Target sequence (O75030 whole entry, looked up): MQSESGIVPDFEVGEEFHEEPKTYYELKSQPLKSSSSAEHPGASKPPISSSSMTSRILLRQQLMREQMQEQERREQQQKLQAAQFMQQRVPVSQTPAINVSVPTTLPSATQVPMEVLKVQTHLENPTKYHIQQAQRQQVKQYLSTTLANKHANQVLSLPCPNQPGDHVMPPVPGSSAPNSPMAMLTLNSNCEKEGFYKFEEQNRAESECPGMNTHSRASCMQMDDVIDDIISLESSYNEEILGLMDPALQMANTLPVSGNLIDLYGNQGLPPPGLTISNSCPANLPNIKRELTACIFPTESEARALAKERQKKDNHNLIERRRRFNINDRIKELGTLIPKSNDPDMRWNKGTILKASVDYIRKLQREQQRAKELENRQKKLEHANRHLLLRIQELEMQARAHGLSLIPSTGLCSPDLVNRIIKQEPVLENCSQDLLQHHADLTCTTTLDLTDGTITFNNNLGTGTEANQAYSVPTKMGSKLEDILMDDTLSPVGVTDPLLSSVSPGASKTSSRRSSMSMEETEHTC
* hit, by the source's call; & = joins results of further samples.

Start of the data: the first seven compounds, to show the layout:
Values in the order: TEAD-YAP block, MITF primary, GPR151 ag, FBW7 act
- O=S(=O)(Nc1ccc(S(=O)(=O)N2CCc3ccccc32)cc1)c1ccc(Cl)cc1
  8.1, 9.7, 1.6, -0.1
- O=C(Nc1ccc2oc(-c3cc(I)ccc3Br)nc2c1)c1ccc(Br)o1
  5.0, -1.0, -1.1, 0.0
- CC1=NC2(CCN(S(C)(=O)=O)CC2)N=C1c1ccc(C(F)(F)F)cc1
  -4.2, -5.5, 2.6, -0.1
- COc1ccc(C(N)C(=O)N2CCC(C(=O)Nc3ccc4[nH]ncc4c3)C2)cc1 (stereo not given)
  0.5, 22.8, -1.0, 0.2
- Cc1ccc(N=C2NC(=O)/C(=C/c3ccco3)S2)cc1C
  -7.7, 33.0, -0.1, -0.4
- CCN(c1cccc(C)c1)S(=O)(=O)c1cc2c(cc1Cl)N(C(C)=O)CCO2
  0.1, -15.1, 1.3, 0.1
- O=C(NCCOc1ccccc1)c1cc(-c2ccccc2)nc2ccc(Br)cc12
  3.1, -4.5, 0.1, 0.0

All compounds of this part, from the first entry:
Values in the order: TEAD-YAP block, MITF primary, GPR151 ag, FBW7 act
- O=S(=O)(Nc1ccc(S(=O)(=O)N2CCc3ccccc32)cc1)c1ccc(Cl)cc1
  8.1, 9.7, 1.6, -0.1
- O=C(Nc1ccc2oc(-c3cc(I)ccc3Br)nc2c1)c1ccc(Br)o1
  5.0, -1.0, -1.1, 0.0
- CC1=NC2(CCN(S(C)(=O)=O)CC2)N=C1c1ccc(C(F)(F)F)cc1
  -4.2, -5.5, 2.6, -0.1
- COc1ccc(C(N)C(=O)N2CCC(C(=O)Nc3ccc4[nH]ncc4c3)C2)cc1 (stereo not given)
  0.5, 22.8, -1.0, 0.2
- Cc1ccc(N=C2NC(=O)/C(=C/c3ccco3)S2)cc1C
  -7.7, 33.0, -0.1, -0.4
- CCN(c1cccc(C)c1)S(=O)(=O)c1cc2c(cc1Cl)N(C(C)=O)CCO2
  0.1, -15.1, 1.3, 0.1
- O=C(NCCOc1ccccc1)c1cc(-c2ccccc2)nc2ccc(Br)cc12
  3.1, -4.5, 0.1, 0.0
- Cc1ccc(NC(=O)CN2C(=O)c3ccccc3C2=O)c(C(=O)O)c1
  7.0, 4.8, 1.5, -0.2
- COc1ccccc1C(=O)Nc1nn[nH]n1
  -3.8, -6.2, 4.0, 0.0
- COc1ccc(S(=O)(=O)NCC(c2cccc3ccccc23)N(C)C)cc1 (stereo not given)
  2.0, 11.7, 3.7, 0.1
- O=C(N/N=C/c1c[nH]c2ccccc12)NC12CC3CC(CC(C3)C1)C2
  4.4, 21.4, -0.7, -0.1
- CCOc1ccccc1NC(=O)CCCOc1cccc(C)c1
  3.1, -11.8, -0.4, -0.2
- COc1ccc(C(=O)CN2CCN(C(=O)CCC3CCCC3)CC2)cc1
  1.9, 5.0, -0.7, 0.4
- COC(=O)c1cccc(C(=O)Nc2ccc([N+](=O)[O-])cc2Br)n1
  0.4, 7.4, -0.6, -0.1
- CCOC(=O)C1(C)C=C(Nc2ccc(C(=O)O)cc2)C(=O)N1c1ccc(C(=O)O)cc1 (stereo not given)
  11.7, 10.1, -1.1, -0.1
- C=CCOc1ccc(/C=C2\SC(=N)N(c3nccs3)C2=O)cc1OCC
  36.3*, -1.0, -1.2, -0.1
- CCCCCOc1ccc(C(CC(=O)O)C(=O)O)cc1 (stereo not given)
  9.3, 5.7, -1.2, 1.0
- CSCCNc1nc2nonc2nc1NC1CC1
  4.1, -7.0, 0.5, 0.1
- Oc1ccc(Br)cc1/C=N/Nc1nc2ccccc2s1
  6.0, -13.1, -0.5, 0.0
- CC(NC(=O)c1ccc(OC2CCN(S(=O)(=O)N(C)C)CC2)cc1)C1CC1 (stereo not given)
  -6.1, -3.5, -1.5, -0.1
- NS(=O)(=O)c1ccc(N=Cc2c(O)n(Cc3ccccc3Cl)c(=O)[nH]c2=O)cc1
  -1.5, -8.6, -1.7, -0.6
- CCN1CCN(C(=O)C2CCN(S(C)(=O)=O)CC2)CC1
  -12.7, -4.2, -0.2, -0.2
- CC1CCN(c2nc3c(c(=O)[nH]2)CN(Cc2ccc(N4CCOCC4)cc2)CC3)CC1
  0.8, 3.2, 1.0, -0.1
- CCOC(=O)c1c(NC(=O)c2cc(-c3ccccc3)nc3ccccc23)sc2c1CCC2
  -2.9, -2.1, 0.4, 0.1
- COCCn1c(CN2CCCC(C)C2)nc2c1c(=O)n(C)c(=O)n2C (stereo not given)
  17.9, 7.7, 0.2, -0.1
- O=C(NCCN1CCOCC1)c1nn2c(C(F)(F)F)cc(-c3ccco3)nc2c1Br
  12.3, 10.6, -1.5, 0.5
- O/N=C1\CCc2c1[nH]c1ccc(C3CCCCC3)cc21
  -2.7, 1.4, 1.2, -0.1
- CCOC(=O)c1cnc2c(C)c(Cl)ccc2c1Nc1ccccc1Cl
  5.7, 9.6, -0.9, 0.0
- COc1ccc(C(=O)NC(C)(C)C)cc1OC
  -3.8, 2.0, 0.1, 0.0
- N#C/C(=C\c1cc2ccccc2nc1Cl)c1nc(-c2ccc(Br)cc2)cs1
  0.1, -16.9, 0.1, -0.1

Structures shown so far that have an aryl methoxy group (5):
Values in the order: TEAD-YAP block, MITF primary, GPR151 ag, FBW7 act
- COc1ccc(C(N)C(=O)N2CCC(C(=O)Nc3ccc4[nH]ncc4c3)C2)cc1 (stereo not given)
  0.5, 22.8, -1.0, 0.2
- COc1ccccc1C(=O)Nc1nn[nH]n1
  -3.8, -6.2, 4.0, 0.0
- COc1ccc(S(=O)(=O)NCC(c2cccc3ccccc23)N(C)C)cc1 (stereo not given)
  2.0, 11.7, 3.7, 0.1
- COc1ccc(C(=O)CN2CCN(C(=O)CCC3CCCC3)CC2)cc1
  1.9, 5.0, -0.7, 0.4
- COc1ccc(C(=O)NC(C)(C)C)cc1OC
  -3.8, 2.0, 0.1, 0.0

As a short view, two of the compounds above.
Values in the order: TEAD-YAP block, MITF primary, GPR151 ag, FBW7 act
- C=CCOc1ccc(/C=C2\SC(=N)N(c3nccs3)C2=O)cc1OCC
  36.3*, -1.0, -1.2, -0.1
- CCCCCOc1ccc(C(CC(=O)O)C(=O)O)cc1 (stereo not given)
  9.3, 5.7, -1.2, 1.0

The list continues.
Values in the order: TEAD-YAP block, MITF primary, GPR151 ag, FBW7 act
- O=C1N(Cc2ccccc2)c2ccccc2C1(O)c1c[nH]c2ccccc12 (stereo not given)
  5.0, 0.9, -1.2, -0.3
- COc1ccc2oc(=O)c(C(=O)Oc3ccc(F)cc3)cc2c1
  -1.4, 5.6, -0.4, 0.0
- C(=N\Nc1nc(-c2ccncc2)cs1)/c1cccnc1
  1.4, 10.8, 2.1, 0.0
- NS(=O)(=O)c1ccc(CCNC(=O)CSc2nc3ccccc3c(=O)n2C2CCCCC2)cc1
  14.3, 1.0, 3.5, -0.1
- COc1ccc(-n2ncc3c(Nc4ccc(F)c(Cl)c4)ncnc32)cc1
  13.3, 2.1, 0.6, -0.1
- COc1cc(Br)c(/C=C(\C#N)c2nn(CCO)c(N)c2C#N)cc1OC
  -1.6, -2.8, -0.5, -0.1
- CCOC(=O)c1ccc(NC(=O)CSc2nnc3cc(C)c4ccccc4n23)cc1
  1.5, 1.6, 1.4, 0.1
- Cc1cccc2c(N3CCCC3)nc(CNS(=O)(=O)c3cccc4ccccc34)nc12
  -5.0, -2.0, 0.6, -0.1
- CCOc1ccc(OC)cc1/C=N/NC(=O)COc1cccc(Br)c1
  3.0, 8.0, 0.7, 0.2
- CC[N+](C)(C)c1cccc(O)c1
  0.4&-1.3, 5.5&-12.3&2.9&11.8, -2.2&-0.9&0.4&2.0, 0.1&0.5&0.0&0.0
- CC1CCN(Cc2c(O)c3ccccc3oc2=O)CC1
  -0.7, 18.0, 0.1, -0.1
- CC(=O)Oc1ccc2occ(C(=O)c3ccc(F)cc3)c2c1
  -79.4, 0.6, -4.6, 0.0
- COc1cc(NS(=O)(=O)c2ccc(NC(=O)c3ccc(C(C)=O)cc3)cc2)ncn1
  -6.7, 12.7, 5.7*, -0.1
- CCNc1cc(N2CCCC2)ccc1[N+](=O)[O-]
  22.3, 12.2, 3.8, -0.3
- O=C1COc2cc(S(=O)(=O)CCC(=O)N3CCN(c4ccccc4F)CC3)ccc2N1
  10.9, 9.7, 0.9, 0.4
- CCCOc1ccc(/C(O)=C2\C(=O)C(=O)N(CCCN(C)C)C2c2ccc(OC)c(OC)c2)c(C)c1 (stereo not given)
  32.8*, 15.4, -1.8, 0.3
- C=CCNC(=O)C1CCN(C(=O)c2ccc(Cl)cc2)CC1
  -3.2, 1.3, 2.0, 0.1
- O=C(NC1CC1)c1ccc(-c2nc(NCc3nc4ccccc4[nH]3)c3ncn(C4CCCCC4)c3n2)cc1
  44.8*, 5.3, -0.9, -0.1
- COc1ccc(C/C(C)=N/N=c2\sc3ccccc3n2C)cc1
  -8.1, -10.5, 1.5, 0.0
- CCc1ccc(CN(C)C(=O)CCc2nnc(Cc3ccc4c(c3)OCO4)o2)cc1
  -17.6, 15.4, 0.9, -0.1
- O=C(NCc1cccs1)c1oc(=O)c2ccccc2c1-c1ccccc1
  -23.5, 0.9, 0.3, 0.1
